yeast rad50 = NCI yeast anticancer drug screen, S. cerevisiae rad50 strain; actives 10% (n = 79,000); % growth inhibition at 50 µM;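 note: 0% = growth of vehicle-only cultures of the same strain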
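Readout: growth inhibition relative to vehicle-treated cultures. Compound exposure was carried out in a genetically defined yeast strain deficient in DNA damage repair.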
yeast mec2-1 = NCI yeast anticancer drug screen, S. cerevisiae mec2-1 strain; actives 9% (n = 79,000); % growth inhibition at 50 µM;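 note: 0% = growth of vehicle-only cultures of the same strain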
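Vehicle-treated cultures served as reference for growth inhibition of compound-exposed mec2-1 yeast.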
yeast bub3 = NCI yeast anticancer drug screen, S. cerevisiae bub3 mutant strain. actives 9.9% (n = 78,000). AID 167. growth inhibition, % at 50 µM;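 note: 0% = growth of vehicle-only cultures of the same strain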
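Yeast carrying a defined mutation is treated with each compound, and growth is compared with that of vehicle-exposed cells to give inhibition.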
sgs1 mgt1 = NCI yeast anticancer drug screen, S. cerevisiae sgs1 mgt1 strain. % growth inhibition at 50 µM. actives 10% (n = 78,000);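 note: 0% = growth of vehicle-only cultures of the same strain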
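Yeast cells carrying a defined DNA-repair defect were exposed to test compounds. Growth inhibition was measured relative to vehicle-treated controls.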
yeast cln2 rad14 = NCI yeast anticancer drug screen, S. cerevisiae cln2 rad14 strain; actives 8.3% (n = 78,000); AID 165; % growth inhibition at 50 µM;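 note: 0% = growth of vehicle-only cultures of the same strain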
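Growth inhibition, relative to vehicle-treated controls, is the read-out. The test organism is a yeast strain with defined genetic alterations, cln2 rad14.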
mlh1 rad18 = NCI yeast anticancer drug screen, S. cerevisiae mlh1 rad18 strain. % growth inhibition at 50 µM. actives 11% (n = 79,000);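 note: 0% = growth of vehicle-only cultures of the same strain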
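Compound-treated yeast growth, normalised to vehicle controls. Strain bears defined DNA repair mutations.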
Numbers without * were called inactive. Cut-off read from the data, not from the text of the source: active = growth inhibition above about 70%; inactive = the rest.

SMILES	yeast rad50	yeast mec2-1	yeast bub3	sgs1 mgt1	yeast cln2 rad14	mlh1 rad18
BrC(c1ccccc1)c1c2ccccc2c(-c2ccccc2)c2ccccc12 (centres undefined)	12.4	-3.1	3.2	15.1	2.9	18.9
Cc1ccc(Nc2ccc(Nc3ccc(CCO)cc3)c3c2C(=O)c2ccccc2C3=O)cc1	31.6	-0.6	-1.7	23.6	-12.8	19.5
[Cu+2].[Cu+2].[O-]c1ccccc1C=Nc1ccccc1[O-].[O-]c1ccccc1C=Nc1ccccc1[O-]	7.2	-0.9	2.1	-1.2	16.9	1.6
O=C(c1ccc(Cl)cc1)c1ccc(OCCCCCCCCCCOc2ccc(C(=O)c3ccc(Cl)cc3)cc2)cc1	-20.4	-21.9	-2.9	-12.3	-7.2	-14.0
CN=C(N)NN=C(c1ccc(Cl)cc1)c1ccc(Cl)cc1	87.8*	91.2*	83.2*	87.5*	85.0*	92.4*
O=C(O)C[C@H](O)C(=O)O	-12.3	-11.8	-50.5	-24.4	13.4	-20.8
Nc1ncnc2c1cnn2C1CCCCC1	30.2	58.8	32.7	14.9	36.3	71.2*
CCOC(=O)c1c(C)c(=O)cnc2c(C#N)cnn12	-4.5	-6.8	-1.4	-6.8	-33.2	-8.3
O=[N+]([O-])c1ccc(N/N=C/c2cccnc2)cc1	66.4	-12.1	29.4	60.1	-0.1	45.5
CCCC(=O)NC1CCC(CC2CCCCC2)CC1 (centres undefined)	-8.7	-1.6	0.8	-12.2	-6.0	-11.6
CCC(C)C(N)C(=O)NCC(=O)O (centres undefined)	-70.0	-27.4	7.1	-2.7	-59.4	-12.4
Cc1cccc(C2=N/C(=C\c3cccc([N+](=O)[O-])c3)C(=O)O2)c1	13.5	2.2	16.8	36.4	19.4	15.2
CCOC(=O)C(C(=O)OCC)=P(c1ccccc1)(c1ccccc1)c1ccccc1	12.4	12.1	5.0	47.0	-2.0	21.1
CCOC(=O)NN(C(=O)OCC)C(C(=O)C1=CCCCC1)N(NC(=O)OCC)C(=O)OCC	-9.9	-1.1	0.3	4.5	0.2	-2.9
CC(=O)NNC(=S)/N=C\c1c(O)[nH]c(=O)[nH]c1=O	-23.1	-30.1	-4.0	-15.4	-0.6	-9.8
C=CCCCN1C(=O)CCCC1=O	-13.2	9.5	-13.7	2.1	-0.1	-27.1
Cc1cc(N2C(=O)CCSC2=S)ccc1Cl	90.9*	88.8*	86.0*	90.6*	54.5	87.5*
CC(=O)Oc1c(Cl)cccc1-c1ccccc1	35.3	10.9	7.5	28.1	5.4	13.4
CCCCCc1ccccc1OCC1CO1 (centres undefined)	6.8	-9.2	5.1	-17.6	11.6	27.2
O=c1[nH]c2cc3[nH]c4ncccc4c(=O)c3cc2[nH]1	-3.7	0.1	-1.1	-22.7	8.2	21.3
CC(C)CCC[C@@H](C)[C@H]1CC[C@H]2[C@@H]3CC=C4C[C@@H](SC(=O)C(Cl)(Cl)Cl)CC[C@]4(C)[C@H]3CC[C@]12C	-25.6	-1.2	-18.3	-20.9	-22.8	-32.6
Cc1c(O)cnc2nn(-c3ccccc3)c(=N)n12	19.5	11.4	15.0	35.7	15.9	12.9
C1COCCNCCOCCOCCN1	-4.0	-6.8	1.1	-2.5	-59.9	-0.9
CC(=O)Nc1ccc(-c2nnc(SCC(=O)Nc3ccccc3)o2)cc1	2.3	6.8	-14.6	-5.0	-1.8	-8.6
Cc1ccc(S(=O)(=O)n2ccnc2)cc1	-46.0	-21.9	11.7	-1.2	15.9	-25.9

The list goes on; the last 2 above are carried over.
SMILES	yeast rad50	yeast mec2-1	yeast bub3	sgs1 mgt1	yeast cln2 rad14	mlh1 rad18
CC(=O)Nc1ccc(-c2nnc(SCC(=O)Nc3ccccc3)o2)cc1	2.3	6.8	-14.6	-5.0	-1.8	-8.6
Cc1ccc(S(=O)(=O)n2ccnc2)cc1	-46.0	-21.9	11.7	-1.2	15.9	-25.9
COC(=O)NC(Nc1ccccn1)(C(F)(F)F)C(F)(F)F	-36.8	-0.6	2.7	-42.5	15.7	9.7
CC(C)Oc1ccc(C(=O)OCCC(C)N2CCCC2)cc1 (centres undefined)	40.9	36.7	46.4	53.2	31.5	27.9
Nc1ccc2nc3ccccc3nc2c1	97.0*	81.0*	75.8*	64.8	74.0*	88.4*
NC1=NC2(CS1)CSC(N)=N2	-0.3	-24.1	-15.1	0.2	-3.0	-3.5
O=C(O)c1[nH]c(=O)[nH]c(=O)c1C(=O)O	-20.6	0.6	-17.6	-15.1	18.8	-15.0
COc1cc2c(cc1OC)[C@H]1C(COC(=O)Nc3ccccc3)CN1CC2 (some centres undefined)	-28.9	-0.7	-30.6	-42.7	-9.8	-49.1
CC(=O)Nc1ccc(/C=c2\sc3nnc(CCC(=O)Nc4ccccc4Cl)n3c2=O)cc1	-16.4	-17.7	7.1	-20.1	7.6	-9.6
CCOC(=O)c1cc2ccccc2c2ccccc12	7.8	1.9	4.2	24.3	-51.2	-0.1
CC(C)CCOC(=O)c1ccccc1OC(=O)Nc1ccc(Cl)cc1[N+](=O)[O-]	-18.9	-16.3	0.1	-20.4	-41.4	-11.3
CC(C)NCC(O)CC(c1ccccc1)c1ccccc1 (centres undefined)	10.2	6.5	-21.7	5.1	-19.1	1.2
CCOC(=O)c1sc(SC)nc1N	4.2	-3.9	6.0	-20.1	37.2	3.0
CCOC(=O)/C=C(\CC(=O)OCC)Nc1ccc(OC)cc1	6.8	-21.1	-2.3	4.1	-13.2	-15.9
COc1cccc(C=C2N=C(c3ccccc3)N(n3c(-c4ccccc4)nc4ccccc4c3=O)C2=O)c1	3.1	-5.3	9.1	11.8	26.4	40.1
Cc1[nH]c2ccccc2c1C	9.2	-13.1	-7.0	-4.1	-16.0	-13.8
COc1ccc2c(c1)C/C(=C\c1ccc(O)c(OC)c1)C2=O	-46.5	-14.0	7.8	-33.5	-9.9	-10.1
CC(=O)OC1OC(C)C(OC(=O)c2ccccc2)C1OC(C)=O (centres undefined)	21.1	-3.1	6.2	2.3	-1.2	33.6
COc1ccc(C(=O)c2ccccc2)c(N)c1	11.2	13.1	-17.9	-2.4	-18.9	10.4
COC(=O)C1C(NC(C)(C)C)CCN1C(C)=O (centres undefined)	-2.2	10.1	15.6	4.8	-25.2	4.9
CC(=O)N(CCc1ccccc1)C(C#N)c1ccc(OCCCCCCCCCCOc2ccc(C(C#N)N(CCc3ccccc3)C(C)=O)cc2)cc1 (centres undefined)	3.4	-16.2	-23.4	-18.8	3.5	-16.9
COc1cc(N=C=S)ccc1NC(=O)c1cc(Br)cc(Br)c1O	55.9	39.4	1.1	46.6	31.2	45.0
C/C(CCN(C)C)=N\OC(=O)c1ccccc1	-12.2	-25.9	-7.0	-33.2	-6.7	-26.9
Cc1ccc2nc(NC(=O)OCc3ccccc3)sc2c1	4.1	20.1	8.6	-11.8	7.0	9.7
NCC(=O)NC(CC(=O)O)C(=O)O (centres undefined)	12.7	9.2	8.1	13.2	1.1	32.2
N#C/C(=C\c1ccccc1)c1ccccc1F	44.1	41.7	34.9	45.9	6.2	67.0
Nc1nc(N)c2nc(-c3ccc(N(CCO)CCO)cc3)c(N)nc2n1	-13.1	-14.8	3.1	-11.9	-34.9	-15.9
Remaining list, next part
SMILES	yeast rad50	yeast mec2-1	yeast bub3	sgs1 mgt1	yeast cln2 rad14	mlh1 rad18
COC1CC2OC3(CCCCC3)OC2CO1 (centres undefined)	0.8	-4.9	0.3	-8.0	0.5	-0.1
CC(C)C1CC(N(C)C)=CC(=S)N1 (centres undefined)	-31.9	-21.8	2.7	-3.0	-19.4	-7.4
O=C1OC(C(=O)O)c2ccccc21 (centres undefined)	-8.6	-4.8	-10.2	-1.2	1.4	2.5
N=C(N)c1ccc(NC(=O)c2ccc(C(=O)Nc3ccc(C(=N)N)cc3)c(N)c2)cc1	9.9	18.1	-1.9	-7.6	-7.8	-7.3
O=[N+]([O-])C(CO)(CO)CC(F)(F)C(F)(F)C(F)(F)F	46.9	19.8	-2.5	20.7	-3.5	42.1
C=CCSc1c(Cl)cc(Cl)cc1C(=O)O	4.1	13.2	-5.2	-15.3	1.4	0.9
O=C(/C=N/O)Nc1ccc(Cl)c(I)c1	85.2*	86.5*	86.8*	80.2*	81.9*	84.6*
CC(=O)/C=C1/NC(C(=O)c2ccccc2)=CNC1c1ccccc1 (centres undefined)	5.0	3.8	9.9	20.6	-14.5	18.8
COc1cc(C2c3cc4c(cc3OC(C)(OC)C2C(C)=O)OCO4)cc(OC)c1O (centres undefined)	4.0	-6.2	-1.2	-24.6	-2.9	-0.3
CC1C(=O)CCC2C1(C)CCC1C2(C)CCC2(C)C3CC(C)(C(=O)O)CCC3(C)CCC12C (centres undefined)	23.2	10.8	14.7	-9.6	4.4	12.8
O=c1ccn(-c2ccccn2)c(=O)n1-c1ccccn1	18.9	-15.9	-6.3	3.0	24.3	-31.8
O=C(O)c1ccccc1C(=O)Nc1ccccc1F	3.1	14.0	11.8	-1.3	-6.5	-1.4
CC(=O)N1CCc2[nH]c3ccccc3c2CC1	10.9	-7.0	-3.1	-4.5	21.8	16.2
Fc1cccc(Cl)c1/C=N\N=C1c2ccccc2-c2ccccc21	-8.1	21.9	-57.8	-22.4	-20.1	-15.8
O=C(/C=C(/c1ccccc1)N1CCCCC1)c1ccccc1	90.3*	53.0	54.8	82.1*	46.0	89.3*
CCOC(=O)c1cc2c(=O)c(C(=O)OCC)c[nH]c2o1	18.7	23.4	15.5	30.3	25.9	25.9
C/C(=N/NC(=O)C[n+]1ccccc1)C(CN(CC(C)C)CC(C)C)C(=O)Nc1ccc(C)cc1C (centres undefined)	30.1	40.2	58.0	8.7	41.0	70.2*
Nc1ccccc1SC1CC(=O)N(c2ccc3c(c2)OCO3)C1=O (centres undefined)	6.5	8.8	8.3	20.4	16.4	16.3
CC(C)=CC(=O)OC(=O)C=C(C)C	-25.3	-48.4	-36.6	-21.2	1.8	-8.7
CCN(CC)CCOc1ccc(N2Cc3cc(OC)c(OC)cc3C2=O)cc1	-11.9	-7.5	8.6	-4.2	13.5	-13.8
COC1(OC)C[C@H](C)[C@@]23O[C@]24c2cc(O)c5c(c2N[C@H]3C#C/C=C\C#C[C@]14O)C(=O)c1ccccc1C5=O	87.7*	87.2*	89.3*	88.8*	88.0*	90.8*
CCCC(C)c1ccccc1O (centres undefined)	-1.5	-39.4	-25.1	2.8	7.5	-3.0

Entries above that contain sulfur, in the order listed:
SMILES	yeast rad50	yeast mec2-1	yeast bub3	sgs1 mgt1	yeast cln2 rad14	mlh1 rad18
CC(=O)NNC(=S)/N=C\c1c(O)[nH]c(=O)[nH]c1=O	-23.1	-30.1	-4.0	-15.4	-0.6	-9.8
Cc1cc(N2C(=O)CCSC2=S)ccc1Cl	90.9*	88.8*	86.0*	90.6*	54.5	87.5*
CC(C)CCC[C@@H](C)[C@H]1CC[C@H]2[C@@H]3CC=C4C[C@@H](SC(=O)C(Cl)(Cl)Cl)CC[C@]4(C)[C@H]3CC[C@]12C	-25.6	-1.2	-18.3	-20.9	-22.8	-32.6
CC(=O)Nc1ccc(-c2nnc(SCC(=O)Nc3ccccc3)o2)cc1	2.3	6.8	-14.6	-5.0	-1.8	-8.6
Cc1ccc(S(=O)(=O)n2ccnc2)cc1	-46.0	-21.9	11.7	-1.2	15.9	-25.9
NC1=NC2(CS1)CSC(N)=N2	-0.3	-24.1	-15.1	0.2	-3.0	-3.5
CC(=O)Nc1ccc(/C=c2\sc3nnc(CCC(=O)Nc4ccccc4Cl)n3c2=O)cc1	-16.4	-17.7	7.1	-20.1	7.6	-9.6
CCOC(=O)c1sc(SC)nc1N	4.2	-3.9	6.0	-20.1	37.2	3.0
COc1cc(N=C=S)ccc1NC(=O)c1cc(Br)cc(Br)c1O	55.9	39.4	1.1	46.6	31.2	45.0
Cc1ccc2nc(NC(=O)OCc3ccccc3)sc2c1	4.1	20.1	8.6	-11.8	7.0	9.7
CC(C)C1CC(N(C)C)=CC(=S)N1 (centres undefined)	-31.9	-21.8	2.7	-3.0	-19.4	-7.4
C=CCSc1c(Cl)cc(Cl)cc1C(=O)O	4.1	13.2	-5.2	-15.3	1.4	0.9
Nc1ccccc1SC1CC(=O)N(c2ccc3c(c2)OCO3)C1=O (centres undefined)	6.5	8.8	8.3	20.4	16.4	16.3

Compound activity (PubChem BioAssay)
